Bioassay records from PubChem.
XiGFP reactiv – X-chromosome reactivation activator | activation, % at 7.58 µM | 360,000 tested, 0.055% active | AID 743238 | XiGFP mouse fibroblasts, % GFP-positive cells imaging, 3 d; cells co-treated with 5-aza-dC sensitizer; scaled so ellipticine positive control = 100%;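 active = mean normalized replicate activation at least 10% and every replicate at or above 10%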;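 also: 0% = median of on-plate neutral control wells and 100% = ellipticine 6 µM median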
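material = 68-5-11 XiGFP fibroblast line | medium = DMEM plus 5-aza-dC sensitizer | schedule = 3 days compound exposure | benchmarks = positive control ellipticine, 6 µM final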
GSIS activator – GLuc luminescence reporter in INS-1E cells, primary screen for activators of glucose-dependent secretion of insulin; INS-1E GLuc reporter insulin secretion, 2-3 h; activation, % at 16.6 µM; 370,000 tested, 0.61% active; AID 743287;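 active = lowest replicate activation of at least 40%, so every replicate reaches that level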;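 also: 0% = median of neutral control wells and 100% = median of IBMX positive control wells; some compounds called inactive have numbers as strong as hits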
An asterisk follows results filed as active.

Structure	XiGFP reactiv	GSIS activator
C[C@H](CO)N1C[C@H](C)[C@@H](CN(C)C)Oc2c(NC(=O)Cc3cn(C)c4ccccc34)cccc2C1=O	0.1	-9
C[C@@H]1CN([C@@H](C)CO)C(=O)c2ccccc2-c2ccccc2CO[C@@H]1CN(C)Cc1cccc(C(=O)O)c1	0.2	9
COc1ccc([C@@H]2C/C=C\C[C@H](c3ccc4c(c3)OCO4)NC(=O)[C@H](c3ccccc3)CC(=O)N2)c(OC)c1	0.4	7
CC(C)NC(=O)Nc1ccc2c(c1)CC(=O)N(C)C[C@@H](C)[C@@H](CN(C)C(=O)OC(C)(C)C)O2	0.1	9
CC(C)NC(=O)N(C)C[C@H]1Oc2ccc(NS(C)(=O)=O)cc2CC(=O)N(C)C[C@@H]1C	0.1	34
COc1ccc(S(=O)(=O)N(C)C[C@@H]2Oc3c(NC(=O)Nc4ccccc4)cccc3C(=O)N([C@@H](C)CO)C[C@H]2C)cc1	-1.2	5
O=C1CN(S(=O)(=O)Cc2ccccc2)C[C@H]2[C@@H](c3ccc(C#Cc4ccc(F)cc4)cc3)[C@H](CO)N12	0.0	-2
CCc1cnc(N2[C@H](CO)[C@@H](c3ccccc3-c3ccccc3C)[C@@H]2C#N)s1	0.0	0
COc1ccc2c3c(n(C)c2c1)[C@@H](CO)NCC31CCN(S(=O)(=O)c2ccccc2)CC1	0.2	7
CC(C)CC#Cc1ccc([C@@H]2[C@@H](CO)N3C(=O)CN(C(=O)c4ccc5c(c4)OCO5)C[C@@H]23)cc1	0.5	-12
COc1ccc(NC(=O)c2ccccc2NS(=O)(=O)c2ccc(C)cc2)c([N+](=O)[O-])c1	-0.1	8
COCC(=O)N1C[C@H](C)[C@@H](OC)CN(C)C(=O)c2cc(NS(C)(=O)=O)ccc2OC[C@H]1C	-0.4	-2
O=C1N[C@@H](c2ccccc2)COCc2cnnn2CC[C@@H]1Cc1ccc(C(F)(F)F)cc1	-0.1	-9
O=C(Nc1ccccc1F)N1CC(=O)N2[C@H](CO)[C@@H](c3ccc(-c4ccc(F)cc4)cc3)[C@@H]2C1	0.7	-21
Cc1ccc(S(=O)(=O)N(CC(=O)Nc2cccc([N+](=O)[O-])c2)Cc2ccc(Cl)cc2)cc1	0.0	-21

A different layout for some results above:
CC(C)NC(=O)N(C)C[C@H]1Oc2ccc(NS(C)(=O)=O)cc2CC(=O)N(C)C[C@@H]1C
- XiGFP reactiv = 0.1
- GSIS activator = 34
COCC(=O)N1C[C@H](C)[C@@H](OC)CN(C)C(=O)c2cc(NS(C)(=O)=O)ccc2OC[C@H]1C
- XiGFP reactiv = -0.4
- GSIS activator = -2
Cc1ccc(S(=O)(=O)N(CC(=O)Nc2cccc([N+](=O)[O-])c2)Cc2ccc(Cl)cc2)cc1
- XiGFP reactiv = 0.0
- GSIS activator = -21
O=C1N[C@@H](c2ccccc2)COCc2cnnn2CC[C@@H]1Cc1ccc(C(F)(F)F)cc1
- XiGFP reactiv = -0.1
- GSIS activator = -9

(list continues)
Structure	XiGFP reactiv	GSIS activator
C[C@@H]1CN(C)C(=O)c2cccc(N(C)C)c2O[C@H]1CN(C)C	0.0	38
C[C@@H]1C(=O)N[C@@H](c2ccccc2)CC=CC[C@H](C)Oc2ccccc2C(=O)N1C (mixture of isomers)	-0.1	1
C[C@H](CO)N1C[C@H](C)[C@@H](CN(C)Cc2ccccc2)Oc2c(NC(=O)CCCCCC(=O)Nc3ccccc3N)cccc2C1=O	-0.2	-7
O=C(NC(=S)NCc1ccccc1)c1ccccc1	0.0	-1
COCC(=O)N1CC2(CCN(Cc3cncnc3)CC2)c2c(n(C)c3cc(OC)ccc23)[C@@H]1CO	0.1	26
C[C@H]1CN(C)C(=O)c2cc(N)ccc2O[C@@H]1CN(C)S(C)(=O)=O	0.3	-15
O=C1NCCOCc2cnnn2CC[C@@H]1Cc1ccc(F)cc1	0.3	-2
O=C(CSc1ccccc1)Nc1nnc(/C=C/c2ccccc2)s1	-0.1	12
C[C@@H]1CN(C)C(=O)Cc2cc(N(C)C)ccc2O[C@@H]1CN(C)C	0.2	11
C[C@H]1CN([C@@H](C)CO)C(=O)c2ccccc2-c2ccccc2CO[C@@H]1CN(C)C(=O)Nc1ccc(F)cc1	-0.1	-22
CCC(=O)N1[C@H](CO)[C@H](c2ccccc2)C12CN(C(=O)c1cnccn1)C2	0.0	2
CS(=O)(=O)N1C2CN(CC3CC3)CC1C2c1ccc(Br)cc1 (stereo unspecified)	0.0	-9
CC(C)NC(=O)Nc1cccc2c1O[C@H](CN(C)S(C)(=O)=O)[C@H](C)CN(C)C2=O	0.3	12
CCCC#Cc1ccc2c(c1)[C@@H]1[C@@H](CCN1Cc1cncnc1)[C@@H](CO)N2	0.2	6
C[C@@H]1CCCCO[C@@H](CN(C)Cc2ccc(C(=O)Nc3ccccc3N)cc2)[C@@H](C)CN([C@@H](C)CO)C(=O)c2cc(N(C)C)ccc2O1	-0.1	0

Reprinted at random: 5 entries already listed.
Structure	XiGFP reactiv	GSIS activator
C[C@H]1CN([C@@H](C)CO)C(=O)c2ccccc2-c2ccccc2CO[C@@H]1CN(C)C(=O)Nc1ccc(F)cc1	-0.1	-22
COCC(=O)N1CC2(CCN(Cc3cncnc3)CC2)c2c(n(C)c3cc(OC)ccc23)[C@@H]1CO	0.1	26
CCCC#Cc1ccc2c(c1)[C@@H]1[C@@H](CCN1Cc1cncnc1)[C@@H](CO)N2	0.2	6
C[C@H](CO)N1C[C@H](C)[C@@H](CN(C)Cc2ccccc2)Oc2c(NC(=O)CCCCCC(=O)Nc3ccccc3N)cccc2C1=O	-0.2	-7
C[C@@H]1CCCCO[C@@H](CN(C)Cc2ccc(C(=O)Nc3ccccc3N)cc2)[C@@H](C)CN([C@@H](C)CO)C(=O)c2cc(N(C)C)ccc2O1	-0.1	0

Carrying on.
Structure	XiGFP reactiv	GSIS activator
CC(=O)N(C)C[C@H]1Oc2ccc(NS(C)(=O)=O)cc2CC(=O)N(C)C[C@@H]1C	0.0	21
CC1C=NC(S(=O)(=O)N2CC[C@@H]3[C@H](CO)N(C)c4ccc(C#Cc5ccccc5)cc4[C@@H]32)=N1 (stereo partly specified)	0.0	-1
C/C=C/c1ccc2c(c1)[C@@H]1[C@@H](CCN1S(=O)(=O)c1ccccc1OC)[C@H](CO)N2C	0.3	2
O=C(Nc1cccc(S(=O)(=O)N2CCOCC2)c1)c1c2c(nc3ccccc13)CCC2	0.0	20
O=C1NCCOCn2nncc2CC[C@H]1Cc1ccc(Cl)cc1	0.1	13
CCC(=O)N1CC2(C1)CN(Cc1cccc(Cl)c1)[C@H](CO)c1[nH]c3cc(OC)ccc3c12	0.0	-1
COc1ccccc1NC(=O)CSCc1ccc([N+](=O)[O-])cc1	0.0	2
CNC[C@H]1Oc2c(NS(C)(=O)=O)cccc2C(=O)N(C)C[C@@H]1C	0.2	18
C[C@@H]1CCCCO[C@H](CN(C)S(=O)(=O)c2ccc(F)cc2)[C@H](C)CN([C@H](C)CO)C(=O)c2cc(NS(C)(=O)=O)ccc2O1	0.3	-13
CCC(C)N(C(=O)COC(=O)/C=C/c1ccc(O)c(OC)c1)C1CCS(=O)(=O)C1 (stereo unspecified)	0.2	2
CO[C@H]1CN(C)C(=O)c2ccc(NC(=O)NC(C)C)cc2OC[C@H](C)N(C(=O)NC(C)C)C[C@@H]1C	-0.1	-3
COc1ccccc1N/C=C(\C#N)c1nc2ccccc2[nH]1	0.0	35
COc1cc(CN2CC3(CCN(C)CC3)c3c([nH]c4cc(OC)ccc34)[C@@H]2CO)cc(OC)c1	0.0	0
Cc1noc(C)c1S(=O)(=O)N(C)C[C@H]1Oc2ccc(NC(=O)CCCN(C)C)cc2C(=O)N([C@H](C)CO)C[C@@H]1C	-0.1	15
C/C=C/c1ccc([C@@H]2[C@@H](CO)N(Cc3nccs3)C23CN(CC2CCCC2)C3)cc1	0.1	2

(more compounds)
Values run as follows: XiGFP reactiv	GSIS activator
O=C(NCC1(c2ccccc2)CCCC1)c1ccc(Br)cc1
  0.0	-19
C[C@@H]1CC=CC[C@@H](c2cccc(Cl)c2)NC(=O)[C@@H](Cc2ccccc2)N(C)C(=O)c2ccccc2O1 (mixture of isomers)
  0.6	-11
CC[C@H]1CC=CC[C@H](C)Oc2ccccc2C(=O)N(C)[C@@H](Cc2ccccc2)C(=O)N1 (mixture of isomers)
  0.3	-8
COc1ccc2c3c([nH]c2c1)[C@H](CO)NCC31CN(C(=O)c2ccccc2)C1
  0.3	19
COc1ccc2c3c([nH]c2c1)[C@@H](CO)N(C(=O)c1ccccc1)CC31CN(S(=O)(=O)c2cccs2)C1
  0.2	-35
CCC(=O)N1CC[C@H]2[C@H](CO)Nc3ccc(C#Cc4cccc(OC)c4)cc3[C@H]21
  0.0	-2
c1ccc(CN=C2NN=C(c3cc4ccccc4o3)CS2)cc1
  -0.1	-1
CCCN1CN(CCc2ccccc2)CNC1=S
  -0.1	4
O=C1N[C@H](c2ccccc2)COCc2cn(nn2)CC[C@@H](Cc2ccc(C(F)(F)F)cc2)C(=O)N[C@H](c2ccccc2)COCc2cn(nn2)CC[C@H]1Cc1ccc(C(F)(F)F)cc1
  0.0	14
C[C@H]1CN(C)C(=O)Cc2ccccc2O[C@H]1CN(C)C
  0.3	1

Next section:
Values run as follows: XiGFP reactiv	GSIS activator
CCCC#Cc1ccc2c(c1)[C@@H]1[C@@H](CCN1C(=O)C1CC1)[C@@H](CO)N2
  0.0	19
CN(C)C(=O)c1ccc(-c2ccc3c(c2)[C@@H]2[C@@H](CCN2Cc2ccncc2)[C@@H](CO)N3)cc1
  0.0	5
COc1ccc([C@H]2C/C=C\C[C@H](c3ccc4c(c3)OCO4)NC(=O)[C@H](c3ccccc3)CC(=O)N2)c(OC)c1
  0.3	3
O=C(NCCc1ccccn1)c1cc(-c2cccc3ccccc23)nc2ccccc12
  0.1	-15
CNC[C@@H]1Oc2c(NC(=O)NC(C)C)cccc2C(=O)N(C)C[C@@H]1C
  0.2	-5
C[C@H]1CC=CC[C@H](c2ccccc2)NC(=O)[C@H](Cc2ccccc2)N(C)C(=O)c2ccccc2O1 (mixture of isomers)
  0.1	-6
O=C1C[C@@H](c2ccccc2)C(=O)N[C@H](c2ccccc2)C/C=C\C[C@H](c2ccccc2)N1
  0.2	1
COCCNC(=S)NC(=O)CC12CC3CC(CC(C3)C1)C2
  0.1	-29
CC(=O)Nc1cccc2c1O[C@@H](CN(C)C(=O)OC(C)(C)C)[C@H](C)CN(C)C2=O
  0.1	7
CN(C)CC(=O)Nc1ccc2c(c1)C(=O)N(C)[C@H]1CC[C@H](CC(=O)Nc3ccc(F)cc3)O[C@@H]1CO2
  0.1	-6

(further entries)
Values run as follows: XiGFP reactiv	GSIS activator
COc1ccc2c3c(n(C)c2c1)[C@@H](CO)N(CC1CC1)CC31CCN(S(=O)(=O)c2cccs2)CC1
  0.0	-2
COc1ccc(C[C@@H]2CCn3nncc3COC[C@H](CC(C)C)NC2=O)cc1
  0.2	4
COc1ccc2c3c([nH]c2c1)[C@H](CO)N(C(=O)Nc1c(C)noc1C)CC31CN(CC2CC2)C1
  0.1	10
CO[C@@H](C(=O)N(C)C[C@@H]1OCc2ccccc2-c2c(n(C)c3ccccc23)C(=O)N([C@@H](C)CO)C[C@H]1C)c1ccccc1
  -0.2	-2
Cc1ccccc1-c1ccc([C@@H]2[C@@H](CO)N3C(=O)CN(C(=O)Nc4ccccc4)C[C@H]23)cc1
  0.6	-4
C[C@@H]1CCCCO[C@H](CN(C)Cc2ccc(C(=O)Nc3ccccc3N)cc2)[C@H](C)CN([C@@H](C)CO)C(=O)c2cc(N(C)C)ccc2O1
  -0.5	18
C[C@@H]1CN(C)C(=O)c2cc(N)ccc2O[C@H]1CN(C)C
  0.1	26
O=C(c1ccncc1)N1CC(=O)N2[C@H](CO)[C@@H](c3ccc(C#CCC4CCCC4)cc3)[C@@H]2C1
  -0.1	22
C[C@H]1CCCCO[C@@H](CN(C)C(=O)Nc2ccccc2)[C@@H](C)CN([C@@H](C)CO)C(=O)c2cc(NS(=O)(=O)c3ccc(F)cc3)ccc2O1
  0.3	-7
CC[C@@H]1C/C=C\C[C@@H](c2ccc(F)cc2)NC(=O)CCC(=O)N1
  0.2	-6

The list continues:
Values run as follows: XiGFP reactiv	GSIS activator
CC[C@@H]1CC=CC[C@@H](C)Oc2ccccc2C(=O)N(C)[C@H](Cc2ccccc2)C(=O)N1 (mixture of isomers)
  0.1	4
CCCNC(=O)N1CC2(CCN(C)CC2)c2c(n(C)c3cc(OC)ccc23)[C@@H]1CO
  0.1	11
COc1ccc(S(=O)(=O)N2CC3(CN(C(=O)c4cccnc4)[C@@H](CO)c4c3c3ccc(OC)cc3n4C)C2)cc1
  0.0	19
CC(C)NC(=O)Nc1ccc2c(c1)CC(=O)N(C)C[C@@H](C)[C@@H](CN(C)C(=O)NC(C)C)O2
  0.3	-3
Cc1no[n+]([O-])c1COc1ccc(/C=C(\C#N)C(N)=O)cc1
  0.1	-18
OC[C@@H]1[C@@H](c2ccccc2)C2(CN(Cc3cc(F)ccc3F)C2)N1CC1CCCC1
  0.0	3
C[C@@H]1C(=O)N[C@H](c2ccc3c(c2)OCO3)CC=CC[C@H](C)Oc2ccccc2C(=O)N1C (mixture of isomers)
  0.2	-11
C[C@H]1C/C=C\C[C@H](c2ccc3c(c2)OCO3)NC(=O)[C@H](c2ccccc2)CC(=O)N1
  -0.1	-8
CN(C)CC(=O)Nc1ccc2c(c1)C(=O)N(C)[C@H]1CC[C@H](CC(=O)Nc3cccc(Cl)c3)O[C@@H]1CO2
  0.0	-5
CC(C)C#Cc1ccc([C@@H]2[C@@H](CO)N3C(=O)CN(C(=O)Cc4cccnc4)C[C@H]23)cc1
  0.6	-4

Only part of the results is shown; the hit share may differ from the screen's.
